High-throughput results as filed in PubChem BioAssay.
Large T inhibition: SV40 large T antigen inhibitors, biochemical (AID 1903); inhibition, % at 20 µM; hits with a dose series show IC50 in µM; SV40 large T antigen ATPase/helicase inhibition assay; higher % means a stronger effect; hit rate 0.39% among 310,000; in the data active means a potency from the dose series; further: strong numbers were not always called active
KOR beta-arrestin-1: KOR agonists, beta-arrestin recruitment, primary screen, cell-based, luminescence, uHTS (AID 1777). activation, % at 10 µM, or EC50 in µM where a hit was titrated. KOR beta-arrestin recruitment, luminescence; higher % means a stronger effect. hit rate 0.02% among 280,000; in the data active means activation above about 50%, passing the limit was not always enough; further: a part of the inactive calls stands beside numbers as strong as those of hits
NOD1 inhibition: NOD1 signaling inhibitors, primary screen, cell-based, luminescence, uHTS (AID 1578); one-dose inhibition, % at 4 µM; EC50 in µM for titrated hits; hit rate 1% among 290,000; NOD1-driven NF-kB luciferase reporter cells, luminescence; higher % means a stronger effect; in the data active means inhibition mostly above about 36%, no sharp cut-off; inactive means mostly below about 34%;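 further: HEK-293T reporter cells stimulated with the NOD1 agonist gamma-tri-DAP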
HEK293 NOD2/NF-kB: inhibition of NOD2-driven NF-kB reporter – cell-based, luminescence, uHTS, HEK293 (AID 1566); hit rate 0.63% among 290,000; one-dose inhibition, % at 4 µM; EC50 in µM for titrated hits; HEK293 NOD2/NF-kB luciferase reporter, luminescence; higher % means a stronger effect; further: many of its hits are not listed in these tables
HIV peptide binding: cell-free HIV fusion peptide-binding blockers – biochemical, uHTS, fluorescence dequenching, primary screen (AID 1986) | cell-free peptide binding, fluorescence dequenching, 30 min; higher % means a stronger effect | one-dose inhibition, % at 20 µM; IC50 in µM for titrated hits | hit rate 0.3% among 290,000; in the data active means inhibition mostly above about 52%, no sharp cut-off; inactive means mostly below about 76%; further: some results filed as inactive read as strong as hits
KOR beta-arrestin-2: KOR antagonists, beta-arrestin recruitment, cell-based, luminescence, uHTS (AID 1778) | hit rate 0.091% among 290,000 | one-dose inhibition, % at 10 µM; IC50 in µM for titrated hits | KOR beta-arrestin recruitment, luminescence, antagonist mode; higher % means a stronger effect; further: strong numbers were not always called active
Rac1 GTP hydrolysis: MgcRacGAP GTPase-activating activity inhibitors, confirmation, biochemical, ADP Hunter fluorescence; AID 624330; hit rate 0.6% among 340,000; MgcRacGAP-stimulated Rac1 GTP hydrolysis, ADP Hunter fluorescence; higher % means a stronger effect; GST-tagged Rac1 F28L mutant substrate; inhibition, % at 30 µM, or IC50 in µM where a hit was titrated;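 active means first-screen hits whose inhibition reached a set limit at any dose in the follow-up dose series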;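 further: fluorescence reports GDP produced by GAP-driven GTP hydrolysis; strong numbers were not always called active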
GPR55 activation: selective activators of receptor GPR55 – imaging, U2OS cells, beta-arrestin-GFP redistribution, primary screen (AID 1961) | U2OS GPR55 beta-arrestin-GFP redistribution imaging; higher % means a stronger effect | activation, % at 10 µM; hits with a dose series show EC50 in µM | hit rate 0.048% among 290,000;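 active means activation above 40% with more than 50 cells counted in the well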;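 further: U2OS osteosarcoma cells stably expressing GPR55 and beta-arrestin-GFP; plate controls were DMSO negative control for no effect and LPI positive control for full effect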
GPR55 LPI antagonism: GPR55 antagonists blocking LPI-driven arrestin recruitment, primary screen, imaging, U2OS, beta-arrestin-GFP, LPI agonist (AID 2013); U2OS GPR55 beta-arrestin-GFP translocation imaging, LPI antagonism; higher % means a stronger effect; one-dose inhibition, % at 10 µM; IC50 in µM for titrated hits; hit rate 0.13% among 290,000;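 active means spots per cell inhibited over 60%, with over 100 cells counted and total cytoplasm intensity under 500,000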;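 further: U2OS cells stably carrying GPR55 and arrestin-GFP stimulated by 5 µM LPI near EC80; imaged beta-arrestin-GFP aggregate spots per cell after agonist stimulation; plate controls were LPI-stimulated DMSO wells for no effect and DMSO wells without LPI for full effect; some results filed as inactive read as strong as hits; confirmed hits need IC50 under 10 µM and bright autofluorescent wells are also inconclusive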
Starred values were filed as active, the others as inactive; x = not tested or not shown; [ ] = dose if it differs, or a comment. Unless noted, no stated cut-off is given here; in the data, active means inhibition above about 50%; inactive means the rest. Some of the compounds tested (hit frequency here may not be typical).

SMILES	Large T inhibition	KOR beta-arrestin-1	NOD1 inhibition	HEK293 NOD2/NF-kB	HIV peptide binding	KOR beta-arrestin-2	Rac1 GTP hydrolysis	GPR55 activation	GPR55 LPI antagonism
Cc1ccc2nc(N(CCCN(C)C)C(=O)c3ccc(S(=O)(=O)N(C)C)cc3)sc2c1	5.7%	6.8%	-24.5%	6.2%	-0.6%	28.2%	10.4%	-0.4%	7.2%
Cc1nc(-c2ccccc2)[nH]c(=O)c1Oc1ccc(Cl)cc1Cl	4.4%	4.1%	3.2%	11.7%	0.0%	8.8%	6.1%	-0.2%	-5.9%
O=C(c1cccs1)N(Cc1ccco1)C1CCS(=O)(=O)C1 (stereo not drawn)	9.5%	-4.2%	-15.8%	3.4%	-0.4%	-39.6%	5.2%	-0.1%	-7.7%
CCOCCn1c(CN2CCN(C)CC2)nc2c1c(=O)n(C)c(=O)n2C	-1.8%	-3.5%	6.0%	5.4%	-0.9%	33.7%	-10.3%	-0.1%	-8.9%
O=C(NC1CCCC1)C(c1cccs1)N(C(=O)c1ccno1)c1ccccc1 (stereo not drawn)	3.3%	1.0%	-24.1%	-1.3%	0.2%	13.7%	2.7%	-0.1%	3.8%
O=C(CCCN1C(=O)/C(=C/c2ccccc2Cl)SC1=S)NNC(=O)c1ccccc1	12.7%	-1.2%	x	x	1.4%	3.6%	7.0%	-0.1%	8.3%
CC1(C)CC(=O)C([N+](=O)[O-])=C(NCCCO)C1	12.8%	-2.6%	16.0%	12.1%	-1.1%	-32.6%	0.5%	-0.1%	5.2%
N#C/C(=C/c1ccc(Sc2nc3ccccc3[nH]2)o1)c1cccc(Br)c1	-8.5%	-1.6%	3.1%	24.4%	2.9%	12.4%	9.9%	-0.1%	12.8%
CCOC(=O)c1[nH]c2ccc(OC)cc2c1NC(=O)c1ccc2c(c1)OCO2	0.5%	-4.8%	2.6%	5.7%	2.9%	4.9%	4.8%	0.0%	6.9%
Cc1c(CNCc2cccs2)c(C(=O)O)c(C)n1Cc1ccccc1	3.1%	-0.1%	8.7%	12.2%	1.4%	-15.3%	12.4%	-0.5%	-1.5%
COc1ccc([N+](=O)[O-])cc1CSc1ccccn1	7.5%	-2.7%	-24.5%	0.6%	-1.1%	24.3%	2.1%	0.2%	8.3%
Nc1ccccc1Nc1c(F)c(F)nc(F)c1Cl	0.9%	-4.6%	17.5%	3.5%	-4.4%	0.5%	4.5%	0.8%	-12.0%
CCOC(=O)C1=C(CC)OC(N)=C(C#N)C1c1ccc(OC)c(C)c1OC (stereo not drawn)	7.4%	-0.4%	4.1%	22.9%	-1.8%	6.6%	-3.5%	-0.2%	12.9%
COc1ccc([N+](=O)[O-])cc1CSc1nnc(NC(C)=O)s1	6.2%	4.9%	-19.1%	-2.0%	0.1%	17.2%	-3.0%	0.1%	1.4%
O=C(NC1CCCCCCC1)C1CCCN(S(=O)(=O)c2cnc[nH]2)C1 (stereo not drawn)	-1.2%	-2.8%	8.1%	11.3%	-1.8%	20.3%	2.1%	0.2%	15.0%

Reprinted at random: six records from the list, in no set order.
SMILES	Large T inhibition	KOR beta-arrestin-1	NOD1 inhibition	HEK293 NOD2/NF-kB	HIV peptide binding	KOR beta-arrestin-2	Rac1 GTP hydrolysis	GPR55 activation	GPR55 LPI antagonism
COc1ccc([N+](=O)[O-])cc1CSc1nnc(NC(C)=O)s1	6.2%	4.9%	-19.1%	-2.0%	0.1%	17.2%	-3.0%	0.1%	1.4%
O=C(CCCN1C(=O)/C(=C/c2ccccc2Cl)SC1=S)NNC(=O)c1ccccc1	12.7%	-1.2%	x	x	1.4%	3.6%	7.0%	-0.1%	8.3%
Cc1ccc2nc(N(CCCN(C)C)C(=O)c3ccc(S(=O)(=O)N(C)C)cc3)sc2c1	5.7%	6.8%	-24.5%	6.2%	-0.6%	28.2%	10.4%	-0.4%	7.2%
COc1ccc([N+](=O)[O-])cc1CSc1ccccn1	7.5%	-2.7%	-24.5%	0.6%	-1.1%	24.3%	2.1%	0.2%	8.3%
N#C/C(=C/c1ccc(Sc2nc3ccccc3[nH]2)o1)c1cccc(Br)c1	-8.5%	-1.6%	3.1%	24.4%	2.9%	12.4%	9.9%	-0.1%	12.8%
O=C(c1cccs1)N(Cc1ccco1)C1CCS(=O)(=O)C1 (stereo not drawn)	9.5%	-4.2%	-15.8%	3.4%	-0.4%	-39.6%	5.2%	-0.1%	-7.7%

(further entries)
SMILES	Large T inhibition	KOR beta-arrestin-1	NOD1 inhibition	HEK293 NOD2/NF-kB	HIV peptide binding	KOR beta-arrestin-2	Rac1 GTP hydrolysis	GPR55 activation	GPR55 LPI antagonism
Cc1cc(-c2ccccc2)nc(N/N=C/c2ccccc2)n1	16.8%	-8.1%	-43.7%	-37.3%	0.5%	-15.0%	4.1%	-0.2%	-13.1%
CCN(CC)C(=O)CSc1nnc(-c2ccc(S(=O)(=O)N3CCOCC3)cc2)n1C	4.4%	-4.0%	-2.8%	7.3%	-0.3%	21.2%	6.8%	-0.2%	21.3%
CC(C)(C)NC(=O)C(c1ccco1)N(Cc1ccc(F)cc1)C(=O)c1snc(C(N)=O)c1N (stereo not drawn)	-0.9%	4.9%	10.4%	7.8%	0.8%	33.0%	7.7%	0.1%	7.2%
COc1ccc(CNC(=O)C2CCC(=O)N(CCCN3CCCC3=O)C2)cc1 (stereo not drawn)	5.1%	-2.9%	-32.4%	-0.6%	0.3%	5.7%	-10.5%	-0.2%	2.1%
Cc1ccc(NC(=O)c2ccc3nsnc3c2)c(Cl)c1	7.0%	-7.2%	-60.7%	-74.9%	1.6%	5.1%	8.8%	-0.2%	21.7%
CC(=O)N1c2ccccc2-c2nc3ccccc3n2C1C (stereo not drawn)	9.3%	-1.5%	1.9%	7.6%	-1.4%	-4.2%	8.8%	-0.1%	4.7%
CCCCNc1nc2ccccc2nc1NS(=O)(=O)c1ccc(F)cc1	11.3%	3.5%	4.8%	24.4%	6.0%	-24.9%	11.5%	-0.1%	5.2%
CCn1cc(C(=O)N2CCN(c3ccccc3OC)CC2)c2cc(OC)c(OC)cc2c1=O	1.3%	-2.9%	-26.3%	6.9%	0.1%	13.0%	12.2%	-0.8%	-18.6%
c1ccc2c(c1)nc(N1CCOCC1)c1c3ccccc3[nH]c21	9.2%	4.2%	-11.7%	-0.5%	-2.5%	34.5%	14.5%	-0.1%	17.3%
CCOC(=O)C1=C(O)C(=O)N(CCCn2ccnc2)C1c1ccc(OC)cc1 (stereo not drawn)	-2.1%	4.4%	29.6%	17.3%	-1.2%	-39.7%	x	0.7%	14.1%
OC1(c2ccc(F)cc2)CCN(Cc2ccccc2)C1 (stereo not drawn)	4.3%	10.3%	21.8%	-41.0%	3.7%	24.4%	-1.9%	-1.0%	-3.0%
O=[N+]([O-])c1ccc2nc(CN3CCCCC3)[nH]c2c1	29.9%	2.0%	-47.7%	-17.3%	-0.4%	-15.6%	3.9%	0.0%	12.6%
O=C(Nc1ccccc1F)NC1CCN(Cc2nnnn2Cc2ccc(F)cc2)CC1	3.3%	0.0%	-16.7%	5.2%	-1.5%	8.7%	10.9%	-0.1%	7.0%
c1ccc(-c2nn3c(C4CCCCC4)nnc3s2)cc1	3.9%	-5.1%	-5.2%	3.3%	-0.7%	6.0%	2.5%	0.2%	-12.2%
COCc1cc(CNC(=O)C2CCC(=O)N(Cc3cccc(OC)c3)C2)[nH]n1 (stereo not drawn)	x	-0.8%	-30.7%	3.6%	0.0%	-12.5%	1.6%	0.3%	-10.2%
O=S(=O)(c1cccs1)N1CCN(c2ccccc2F)CC1	10.3%	-2.2%	-27.7%	9.0%	-0.8%	-4.9%	5.5%	0.4%	0.4%
CCN1C(=O)/C(=C2\Sc3ccccc3N2CC)OC1=S	9.4%	7.4%	-0.6%	1.7%	0.6%	-6.7%	-5.1%	-0.3%	0.1%
Cc1ccc(S(=O)(=O)C2CS(=O)(=O)CC2O)cc1 (stereo not drawn)	3.7%	3.4%	-6.6%	12.4%	-1.7%	-15.5%	3.2%	-0.1%	-11.6%
Nc1c(C(=O)O)cnn1-c1ccc([N+](=O)[O-])cc1	11.1%	-1.3%	-13.3%	-6.8%	-0.6%	22.5%	-5.0%	-0.1%	12.1%
CCOc1ccc2nc(N3CCC(C(=O)N4CCN(C(=O)c5ccco5)CC4)CC3)sc2c1	8.2%	-1.6%	-22.7%	-4.0%	23.0%	-4.5%	7.5%	-0.1%	9.8%
Cc1ccc(NC(=O)Cn2cccc2C2=NC(c3ccccc3)CO2)c(C)c1 (stereo not drawn)	-1.7%	2.9%	-5.7%	2.1%	-0.7%	8.6%	7.9%	0.2%	4.1%
O=C(c1cc(N2C(=O)C3C4CCC(C4)C3C2=O)ccc1Cl)N1CCN(c2ccccc2F)CC1 (stereo not drawn)	10.1%	-3.6%	-20.7%	-10.1%	-1.5%	16.4%	2.8%	0.2%	4.4%
Cc1[nH]c(=O)[nH]c(=O)c1S(=O)(=O)N1CCC(C(=O)N2CCN(c3cccc(C(F)(F)F)c3)CC2)CC1	13.0%	2.0%	-3.7%	-5.7%	-0.7%	-27.7%	-4.6%	-0.4%	-1.9%
O=C(Nc1nnc(-c2ccccc2)s1)c1ccc(Cl)c(S(=O)(=O)N2CCOCC2)c1	3.7%	-8.0%	-3.7%	2.5%	8.4%	-9.1%	x	-0.2%	3.5%
COc1cc(C)c(Cl)cc1S(=O)(=O)NC1CC(C)(C)NC(C)(C)C1	1.3%	-1.5%	-5.8%	21.3%	0.0%	-18.5%	x	-0.2%	5.0%
COc1ccccc1C(=O)Nn1cnnc1	7.4%	5.0%	-15.1%	-2.8%	-1.4%	-38.7%[20 µM]	7.2%	-0.3%	2.3%
CNC(=O)CN(c1cccc(Br)c1)S(C)(=O)=O	3.5%	-0.5%	-2.6%	-0.2%	0.0%	-19.7%	-2.7%	0.2%	2.6%
COc1cc(C(=O)Nc2nc3ccccc3s2)ccc1OCc1c(C)noc1C	24.7%	1.4%	21.0%	21.6%	-2.2%	4.8%	0.7%	0.3%	21.4%
CCOC(=O)C1CCN(C(=O)c2cc3c(=O)n4ccccc4nc3s2)CC1	13.1%	-1.4%	-49.3%	-6.8%	1.0%	-4.8%	7.5%	0.7%	9.2%
CC(C)OCCCNc1ncc2c(n1)CC(c1ccc(N(C)C)cc1)CC2=O (stereo not drawn)	8.2%	-1.7%	-51.3%	-14.0%	0.4%	-9.7%	-12.0%	-0.1%	7.4%
CCSc1ccccc1C(=O)Nc1cccc(OC)c1	1.3%	-2.8%	0.9%	-2.6%	-1.8%	-40.2%	4.9%	-0.1%	42.3%
CCn1c(O)c(N=NC(=O)CNc2ccc(C)cc2)c2ccccc21	5.9%	1.0%	-26.2%	14.4%	-2.3%	21.5%	4.2%	0.6%	23.8%
